Bioassay records from PubChem.
BRCA1 expr up: increases BRCA1 expression; Potency, µM (top dose mostly 46.1 µM), without a hit: at the highest dose activation, actives largely listed as activators; MCF7-BRCA1-FFLuc reporter, luminescence, 48 h; response scale: scaled: vehicle 0%, 10 µM genistein 100%; AID 624202; 1.1% of 380,000 active; active means well fitted activation curve with a large enough effect; further: nearly all actives have a fitted effect of over 80% in size; some results filed as inactive show a strong effect at the top dose
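Luminescence from a BRCA1-driven firefly luciferase in MCF7 cells was read after 48 h compound exposure at 37 C. Data normalized against DMSO and a 10microM genistein activation control, then curve-fitted across the titration.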
* hit, by the source's call; & = joins results of further samples. Potency means the concentration at half of the fitted maximal effect. The list is partial. The share of hits here may be higher or lower than overall.

What do the screens show for `CCCC(=O)N1CCCC(c2cc(C(=O)Nc3ccccc3)no2)C1` (configuration not stated)?
BRCA1 expr up: 0.0%

What do the screens show for `O=C1CCSc2ccc(S(=O)(=O)Nc3ccc(Cl)c(C(F)(F)F)c3)cc2N1`?
BRCA1 expr up: 4.1%

What do the screens show for `Cc1cc(Br)cn2c(Cc3ccsc3)c(-c3ccccc3)nc12`?
BRCA1 expr up: -16.8%

How did COc1ccc(S(=O)(=O)NC(=O)C2(C)CCN2C(=O)Cc2cc(F)ccc2F)cc1 (configuration not stated) do in these assays?
BRCA1 expr up: 17.8%

What do the screens show for `Cc1ccc(S(=O)(=O)N2CCC(=O)N([C@H](COCc3ccc(Cl)cc3Cl)Cc3ccccc3)CC2)cc1`?
BRCA1 expr up: -25.9%

Results for CCn1c(=O)n(-c2ccc(F)c(Cl)c2)c(=O)c2c3c(sc21)CN(C(C)=O)CC3 ?
BRCA1 expr up: -0.5%

Results for O=c1c(-c2cc(-c3ccccc3)nc3c2COc2ccc(Cl)cc2-3)coc2ccc(F)cc12 ?
BRCA1 expr up: 7.4%

What do the screens show for `O=C(Nc1ccccc1Br)c1cnn2c1NC(=C1CC1)C=C2C(F)F`?
BRCA1 expr up: -23.7%

Results for COCCNC(=S)N1CCC2CC1c1cc(-c3ccc4c(c3)OCO4)ccc12 (configuration not stated) ?
BRCA1 expr up: -45.2%

Results for CC(=O)Nc1ccc(CN(C)c2c(C)nc3ccc(C(=O)NCCc4ccccn4)cn23)cc1 ?
BRCA1 expr up: 8.2%

Results for CCOC(=O)c1ccc(N2C(=O)c3n[nH]c(-c4cccs4)c3C2c2ccc(C(C)C)cc2)cc1 (configuration not stated) ?
BRCA1 expr up: -55.5%

What do the screens show for `CCNC(=O)C1CCCN(Cc2ccc3ccccc3c2Br)CC1` (configuration not stated)?
BRCA1 expr up: -7.5%

How did Cc1ccccc1NC(=O)CSc1nccn1C do in these assays?
BRCA1 expr up: 13.1%

What do the screens show for `CCc1ccc(C(O)c2ncc(-c3ccc(Cl)cc3)[nH]2)cc1` (configuration not stated)?
BRCA1 expr up: 1.6%

What do the screens show for `Cc1cc(C)n2c(NC3CCCCC3)c(-c3cccnc3)nc2n1`?
BRCA1 expr up: 6.6%

What do the screens show for `O=S(=O)(c1ccc(Cl)cc1)N1CCN(c2nc(-c3ccc(F)cc3)nc3cc(Cl)ccc23)CC1`?
BRCA1 expr up: 5.7%

What do the screens show for `Cc1ccc2c(c1)c1c(c(=O)n(-c3ccccc3)c(=O)n1CC(=O)c1ccc(Cl)cc1)n2C`?
BRCA1 expr up: 3.6%

How did CCCCCCCCN1C(=O)[C@H](CC(=O)NCCc2ccccc2OC)C[C@@]2(C(=O)OC)CCCCC=C12 do in these assays?
BRCA1 expr up: -43.1%

Results for COc1ccccc1-c1noc(-c2ccc(NCc3ccco3)c([N+](=O)[O-])c2)n1 ?
BRCA1 expr up: 20.7%

What do the screens show for `CCOc1cc(C(=O)Nc2ccc(-c3nc4cc(C)ccc4o3)cc2)cc(OCC)c1OCC`?
BRCA1 expr up: 0.4%

What do the screens show for `CCOc1ccccc1NC(=O)Cn1c(=O)n(Cc2ccccc2)c(=O)c2c1c1cc(C)ccc1n2C`?
BRCA1 expr up: 5.9%

How did CCCN1CN=C(NS(=O)(=O)c2ccc(NC(C)=O)cc2)NC1 do in these assays?
BRCA1 expr up: 12.3%

How did Cc1cccc(C)c1-n1nnnc1C1(C)CCC(=O)N1C1CCN(Cc2ccccc2)CC1 (configuration not stated) do in these assays?
BRCA1 expr up: 21.4%

What do the screens show for `C[C@H](O)[C@@H]1C(=O)N2CCc3c([nH]c4ccccc34)[C@@H]2C[C@@H]1N(C)C(=O)c1ccco1`?
BRCA1 expr up: -8.9%

What do the screens show for `CC(C)NC(=O)C1(C)CCN1Cc1ccc(C(F)(F)F)cc1` (configuration not stated)?
BRCA1 expr up: 15.1%

What do the screens show for `COc1cccc(C(O)c2nc(-c3cccc(CO)c3)cs2)c1` (configuration not stated)?
BRCA1 expr up: 15.4%

How did COc1ccc(-c2cc3nc(NCCN4CCCC4)n(C)c(=O)c3s2)cc1OC do in these assays?
BRCA1 expr up: 8.7%

How did O=C(CCCn1c(=O)[nH]c2ccsc2c1=O)N1CCN(c2cccc(C(F)(F)F)c2)CC1 do in these assays?
BRCA1 expr up: 6.2%

How did CCOC(=O)c1ccccc1NC(=O)COC(=O)CC(C)(C)CC1=NS(=O)(=O)c2ccccc2N1 do in these assays?
BRCA1 expr up: 0.0%

How did Oc1ccc2sc(-c3ccccc3O)c(-c3ccc(OCCN4CCCCC4)cc3)c2c1 do in these assays?
BRCA1 expr up: -33.9%

How did CCc1ccc(C(O)c2ncc(-c3cccc4ccccc34)[nH]2)cc1 (configuration not stated) do in these assays?
BRCA1 expr up: -46.0%

Results for C[C@H](NC(=O)[C@@H]1CCCN1C(=O)[C@@H]1CCCN1C(=O)c1ccc(Cl)cc1)c1ccccc1 ?
BRCA1 expr up: 21.2%

Results for COc1ccc(CNc2nc(Cl)nc3nc[nH]c23)cc1 ?
BRCA1 expr up: -2.1%&-1.6%

What do the screens show for `O=C1NC[C@H](CCCCN2C[C@H](Cc3ccccc3)N(CCc3ccccc3)C(=O)C2=O)N(CCC2CCCCC2)C1=O`?
BRCA1 expr up: 0.0%

Results for Cc1ccc2nc(-c3ccccc3)c(CC3CCCCC3)n2c1 ?
BRCA1 expr up: 60.6%

What do the screens show for `O=C(Nc1ccc(F)c(Cl)c1)c1ccc2sc([C@@H]3O[C@H](CO)[C@H](O)[C@H](O)[C@H]3O)nc2c1`?
BRCA1 expr up: 43.1%

Results for CCOc1cc(CNC(=O)CN2CCSc3ccccc32)cc(OCC)c1OCC ?
BRCA1 expr up: -15.7%

Results for CC(=O)N1c2ccccc2C(C)(c2ccc(C)cc2)CC1(C)C (configuration not stated) ?
BRCA1 expr up: -14.1%

How did CCCNC(=O)C1(C)CCCN(Cc2c3ccccc3nn2C)C1 (configuration not stated) do in these assays?
BRCA1 expr up: -12.0%

What do the screens show for `COc1ccccc1Cc1c(-c2ccc(C)cc2)nc2c(C)cc(Br)cn12`?
BRCA1 expr up: 0.0%

Results for CCc1ccc(-n2nc(C)c3c(C)cc(=O)n(CC(=O)Nc4ccc(C(C)=O)cc4)c32)cc1 ?
BRCA1 expr up: 6.2%

What do the screens show for `O=C(O)Cc1sc(Nc2ccccc2)nc1-c1ccccc1`?
BRCA1 expr up: 54.7%

What do the screens show for `O=C(NCc1cccs1)c1csc([C@@H]2O[C@H](CO)[C@H](O)[C@H](O)[C@H]2O)n1`?
BRCA1 expr up: 11.4%

What do the screens show for `CC1(C(=O)NS(=O)(=O)C2CC2)CCN(C(=O)c2ccc(F)cc2Cl)C1` (configuration not stated)?
BRCA1 expr up: 13.7%

Results for O=C(NCCCN1CCN(c2ccc(F)cc2)CC1)c1cnn(-c2ccc(F)cc2)c1-n1cccc1 ?
BRCA1 expr up: -39.4%

Results for CCOc1ccccc1NC(=O)Cn1c(=O)n(Cc2ccco2)c(=O)c2cccnc21 ?
BRCA1 expr up: 0.0%

How did CCC(=O)N1CCc2cc(Br)cc(S(=O)(=O)N3CCCC(C(=O)Nc4cccc(C)c4C)C3)c21 (configuration not stated) do in these assays?
BRCA1 expr up: 0.0%

What do the screens show for `CCNC(=O)C1CCCN(Cc2ccc(C)c3ccccc23)CC1` (configuration not stated)?
BRCA1 expr up: -4.5%

Ordered by heavy-atom count (high to low): six of the compounds above
Results for CC(=O)Nc1ccc(CN(C)c2c(C)nc3ccc(C(=O)NCCc4ccccn4)cn23)cc1 ?
BRCA1 expr up: 8.2%

What do the screens show for `Cc1ccc2c(c1)c1c(c(=O)n(-c3ccccc3)c(=O)n1CC(=O)c1ccc(Cl)cc1)n2C`?
BRCA1 expr up: 3.6%

Results for CCOc1cc(CNC(=O)CN2CCSc3ccccc32)cc(OCC)c1OCC ?
BRCA1 expr up: -15.7%

How did COc1ccc(-c2cc3nc(NCCN4CCCC4)n(C)c(=O)c3s2)cc1OC do in these assays?
BRCA1 expr up: 8.7%

Results for CC(=O)N1c2ccccc2C(C)(c2ccc(C)cc2)CC1(C)C (configuration not stated) ?
BRCA1 expr up: -14.1%

What do the screens show for `CCc1ccc(C(O)c2ncc(-c3ccc(Cl)cc3)[nH]2)cc1` (configuration not stated)?
BRCA1 expr up: 1.6%

Carrying on:
How did CCc1nc2c(OCc3ccccc3)cccn2c1N(C)C(=O)Nc1ccccc1OC do in these assays?
BRCA1 expr up: 0.5%

How did CC1=C(C(=O)N(C)C)CC(CC(=O)NCCCN(C)C)C(=O)N1Cc1ccc(F)cc1 (configuration not stated) do in these assays?
BRCA1 expr up: -2.1%

Results for COc1cc(C=C(OC(C)=O)c2ccc3c(c2)OCO3)cc(OC)c1OC ?
BRCA1 expr up: -16.8%

What do the screens show for `COc1cccc(-c2sc3ccc(OC)cc3c2-c2cnc(N3CCOCC3)nc2)c1`?
BRCA1 expr up: 0.0%

What do the screens show for `CCOc1ccc(-n2c(SCC(=O)Nc3cc(C)ccc3C)nc3c([nH]c4ccccc43)c2=O)cc1`?
BRCA1 expr up: -12.1%

What do the screens show for `Cc1ccc(-n2c(=O)c3c4c(sc3n(CC(=O)Nc3ccccc3C)c2=O)CCCCC4)cc1C`?
BRCA1 expr up: 19.6%

What do the screens show for `COc1ccc2c(c1)c1c(c(=O)n(-c3ccc(OC)c(OC)c3)c(=O)n1Cc1ccccc1F)n2C`?
BRCA1 expr up: -1.3%

What do the screens show for `COc1ccc(C(=O)N=c2nc(-c3ccccc3)n(-c3ccccc3)s2)cc1`?
BRCA1 expr up: 0.0%

Results for COCCNC(=O)C1(C)CCCN(Cc2ccc(Cl)c(Cl)c2)C1 (configuration not stated) ?
BRCA1 expr up: -9.9%

How did CCn1c(C(=O)NCc2ccc(F)cc2)cc2oc3ccccc3c21 do in these assays?
BRCA1 expr up: 0.0%

What do the screens show for `C=CCOc1ccc(C2c3c(oc4ccc(C)cc4c3=O)C(=O)N2CCCN2CCOCC2)cc1` (configuration not stated)?
BRCA1 expr up: 11.1%

What do the screens show for `CC(=O)Nc1ccc(NC(=O)c2ccc3sc([C@H]4C[C@H](O)[C@@H](CO)O4)nc3c2)cc1`?
BRCA1 expr up: 0.1%

Results for COc1ccc(NC(=O)CN(c2cc(C)cc(C)c2)S(=O)(=O)c2c(C)noc2C)cc1Cl ?
BRCA1 expr up: -59.3%

What do the screens show for `COC(=O)C1CCN(C2CN(C3CCCCC3)S(=O)(=O)C2)CC1` (configuration not stated)?
BRCA1 expr up: 8.6%

What do the screens show for `Fc1cccc(Cc2c(-c3ccccc3)nc3ccc(Br)cn23)c1`?
BRCA1 expr up: 21.3%

Results for CCOc1ccc(C(=O)NCCn2cc(SCC(=O)NCCc3ccc(OC)c(OC)c3)c3ccccc32)cc1 ?
BRCA1 expr up: -5.7%

How did Cc1cccc(-c2nc(C(N)=O)c3c(n2)n(-c2ccc4c(c2)OCO4)c(=O)n3C)c1 do in these assays?
BRCA1 expr up: 0.0%

Results for CCc1nc2c(OCC(=O)C(C)(C)C)cccn2c1N(C)C(=O)c1cccs1 ?
BRCA1 expr up: 0.0%

Results for Cc1ccc(-c2nc3ccccn3c2Nc2ccccc2C)s1 ?
BRCA1 expr up: -27.0%

What do the screens show for `COc1ccc(-c2csc(C(O)c3ccc(F)cc3)n2)cn1` (configuration not stated)?
BRCA1 expr up: 63.5%

Results for CS(=O)(=O)N1CCc2cc(C(=O)Nc3cccc(F)c3)ccc21 ?
BRCA1 expr up: 11.2µM*

Results for CCc1nnc(NC(=O)C2CCCN(C(=O)c3ccoc3)C2)s1 (configuration not stated) ?
BRCA1 expr up: 24.3%

Results for C=C1C(=O)[C@]23C[C@H]1CCC2[C@]1(C)C(=O)CC[C@@](C)(C(=O)O)C1C[C@@H]3O (some centres not stated) ?
BRCA1 expr up: -50.3%

What do the screens show for `Cc1c(Cl)cccc1-c1ccc(/C=C(\C#N)c2nc3ccccc3[nH]2)o1`?
BRCA1 expr up: 6.0%

What do the screens show for `CCC(C(=O)Nc1cc(F)ccc1F)n1nc(-c2cc(C)ccc2C)ccc1=O` (configuration not stated)?
BRCA1 expr up: -56.8%

How did COc1ccccc1CCNC(=O)c1cccn1-c1nnc(N2CCCCC2)s1 do in these assays?
BRCA1 expr up: -17.0%

Results for Cc1cc(Cl)ccc1C(O)c1ncc(-c2ccc(C(F)(F)F)cc2)[nH]1 (configuration not stated) ?
BRCA1 expr up: -7.5%

How did c1ccc(C(c2cccs2)c2c[nH]c3ccccc23)cc1 (configuration not stated) do in these assays?
BRCA1 expr up: -16.0%

Results for COc1ccccc1-c1cnc(C(O)c2ccc(F)cc2C)[nH]1 (configuration not stated) ?
BRCA1 expr up: -9.6%

Results for CC(C)C[C@H]1CNC(=O)C(=O)N1C[C@@H]1CCCN1C[C@H](CC(C)C)N1C[C@H](Cc2ccc(O)cc2)N(CCc2ccccc2)C(=O)C1=O ?
BRCA1 expr up: -12.2%

Results for CC(C)CCn1c(=O)c2cccnc2n(CC(=O)Nc2ccc(F)cc2)c1=O ?
BRCA1 expr up: -7.2%

Results for CCN(CC)CCCOc1cc2nc(N3CCCN(C)CC3)nc(NC3CCN(C)CC3)c2cc1OC ?
BRCA1 expr up: -27.3%

What do the screens show for `O=C(Cn1cc(COc2ccc(Cl)c(Cl)c2)nn1)NS(=O)(=O)c1ccccc1OC(F)(F)F`?
BRCA1 expr up: 12.5%

Results for CCCCc1c(-c2ccccc2OC)ncn1C1CCCC1 ?
BRCA1 expr up: -15.5%

What do the screens show for `CCCS(=O)(=O)NC(=O)C1(C)CCN(C(=O)Cc2ccc(OC)cc2)C1` (configuration not stated)?
BRCA1 expr up: 0.0%

What do the screens show for `CC1(c2nnnn2-c2ccc3c(c2)OCCO3)CCC(=O)N1Cc1cccc(C(F)(F)F)c1` (configuration not stated)?
BRCA1 expr up: -8.2%

Structures shown so far that have two or more sulfur atoms, in the order listed:
What do the screens show for `O=C1CCSc2ccc(S(=O)(=O)Nc3ccc(Cl)c(C(F)(F)F)c3)cc2N1`?
BRCA1 expr up: 4.1%

What do the screens show for `O=C(NCc1cccs1)c1csc([C@@H]2O[C@H](CO)[C@H](O)[C@H](O)[C@H]2O)n1`?
BRCA1 expr up: 11.4%
